Screening results deposited in PubChem by several laboratories.
GSK3beta inhib: inhibitors of human GSK3beta kinase; activity score (negative = inhibition), % at 10 µM; GST-GSK3beta kinase, ADP-Glo luminescence, 60 min; hits give low values; actives 0.038% (n = 300,000);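 active means more than half of replicate wells score below -50%, meaning over 50% inhibition versus plate controls; inconclusive means some replicates but at most half score below -50%; inactive means no replicate scores below -50%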;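 further: 0% = median DMSO wells and -100% = median GW8510 positive control wells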
Target sequence (P49841 whole entry, looked up): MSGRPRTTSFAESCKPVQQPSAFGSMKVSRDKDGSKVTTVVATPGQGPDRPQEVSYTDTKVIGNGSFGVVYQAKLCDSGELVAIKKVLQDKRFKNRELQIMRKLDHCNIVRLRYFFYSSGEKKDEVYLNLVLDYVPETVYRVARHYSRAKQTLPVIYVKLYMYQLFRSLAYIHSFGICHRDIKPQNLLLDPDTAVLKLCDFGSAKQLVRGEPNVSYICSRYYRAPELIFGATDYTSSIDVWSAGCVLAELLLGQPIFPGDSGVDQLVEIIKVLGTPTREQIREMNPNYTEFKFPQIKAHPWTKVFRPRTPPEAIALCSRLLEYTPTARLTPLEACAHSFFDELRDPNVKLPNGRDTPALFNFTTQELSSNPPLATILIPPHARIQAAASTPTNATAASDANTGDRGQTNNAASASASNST
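test system = GST-tagged human GSK3beta kinase, cell-free | reagent = 25 µM ATP with peptide substrate | dosing = one dose of 10 µM per compound | schedule = 60 min reaction, RT | detection = luminescent ADP-Glo measurement of ADP formed | control set = DMSO neutral wells and GW8510 at 20 µM as positive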
KCNQ1 pot: potentiators or activators of human KCNQ1 potassium channel. AID 2648. B-score at 10 µM. P51787. actives 0.35% (n = 310,000). CHO-K1 KCNQ1, thallium flux FluxOR fluorescence; hits give high values;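 active means fluorescence ratio B-score, a plate-corrected score, at least three library SD, with initial intensity B-score within 5 SD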
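Assay system: CHO-K1 cells stably expressing KCNQ1. Medium: assay buffer for compound exposure, DMSO matched across wells. Timing: 37 °C overnight plating, 90-min dark dye load, 20-min compound pretreatment. Signal: kinetic FluxOR fluorescence, 10 s baseline plus 110 s post-stimulus.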
GSK3A inh: inhibitors of human GSK-3 alpha kinase; P49840; ADP-Glo luminescence, 60 min; inhibition, % at 10 µM; actives 0.1% (n = 320,000);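 in the data active means inhibition above about 50%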;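 further: GST-tagged GSK-3 alpha with peptide substrate and 25 µM ATP; 0% = DMSO neutral wells and 100% = GW8510 positive control wells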
KCNK9 inh: human KCNK9 channel inhibition; Q9NPC2; HEK293 KCNK9, FluxOR thallium flux fluorescence; hits give low values; B-score at 10 µM; actives 1.2% (n = 310,000);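 active means ratio B-score over 3 SD below the library mean, with starting fluorescence within 5 SD of its mean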;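 further: negative B-score means less thallium flux so channel inhibition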
Target sequence (Q9NPC2 whole entry, looked up): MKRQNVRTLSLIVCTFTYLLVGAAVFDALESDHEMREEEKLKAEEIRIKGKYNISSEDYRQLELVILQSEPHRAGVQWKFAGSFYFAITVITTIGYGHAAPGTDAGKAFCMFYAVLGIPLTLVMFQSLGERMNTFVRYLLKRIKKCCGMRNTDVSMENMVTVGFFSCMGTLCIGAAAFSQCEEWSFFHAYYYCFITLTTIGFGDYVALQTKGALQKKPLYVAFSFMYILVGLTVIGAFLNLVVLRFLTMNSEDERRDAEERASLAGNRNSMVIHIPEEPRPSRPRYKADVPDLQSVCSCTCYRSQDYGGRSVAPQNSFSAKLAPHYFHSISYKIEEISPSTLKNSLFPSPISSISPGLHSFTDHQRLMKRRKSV
DYRK1A inh: Dyrk1A (rat) kinase inhibition; inhibition, % at 12.5 µM; ADP-Glo luminescence, NFATc1 peptide; actives 0.43% (n = 310,000); AID 504441; Q63470; in the data active means inhibition above about 50%;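 further: plate controls were vehicle with enzyme for no effect and no enzyme for full effect; many of its hits are not listed in these tables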
KCNQ1 block: human KCNQ1 channel inhibition; P51787; CHO-K1 KCNQ1, FluxOR thallium flux fluorescence; hits give high values; B-score at 10 µM; actives 1.3% (n = 310,000); AID 2642;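 active means compounds whose thallium flux B-score, printed positive for inhibition, exceeds three library SD while starting fluorescence stays within three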;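 further: channel opened by potassium depolarization with thallium stimulus after 20 min compound exposure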
PolyA inhibitor: inhibitors of polyadenylation in S. cerevisiae; S. cerevisiae SKY197-pL101 polyadenylation reporter, beta-gal luminescence; efflux-impaired pdr1/pdr3 knockout yeast; score 100 = 6 SD above DMSO; calls only at 12 µM; actives 0.02% (n = 300,000); AID 1875;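 active means lowest replicate activity score at least 50, where 100 means six control SD above control mean; inconclusive means lowest score under 50 but half or more replicates reach 50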;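 further: yeast exposed to compound for 9 h at 30 °C; higher score means more reporter readthrough which indicates perturbed polyadenylation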
KCNK3 inh: human KCNK3 channel inhibition, primary screen | O14649 | CHO-KCNK3 thallium flux, FluxOR fluorescence; hits give low values | B-score at 10 µM | actives 0.84% (n = 340,000) | AID 602410;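 active means B-score under library mean minus 4 SD, starting fluorescence ratio at most library mean plus 5 SD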;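 further: more negative B-score means stronger inhibition of thallium flux through KCNK3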
RGS4 act: RGS4 potentiation or activation | HEK293 M3R/inducible RGS4, carbachol calcium flux Fluo4; hits give low values | B-score at 10 µM | actives 0.92% (n = 310,000);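 active means B-score of the integrated calcium signal more than 4 SD below the library mean, with starting fluorescence not abnormally high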;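 further: negative B-score means reduced calcium response which marks RGS4 activation or potentiation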
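Reagent: ECmax carbachol challenge; Test system: M3R-expressing HEK293 line, RGS4 induced by doxycycline; Schedule: overnight RGS4 induction, 30 min dye load 37 °C, 20 min compound RT; Detection: calcium dye Fluo4 fluorescence; Read-out: Agonist-evoked peak-minus-minimum fluorescence over baseline, integrated ratio, B score.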
HDAC3 inh: human HDAC3 inhibition | O15379 | recombinant HDAC3, fluorogenic peptide/trypsin coupled, fluorescence | inhibition, % at 8.3 µM | actives 0.15% (n = 320,000); in the data active means inhibition above about 26%, passing the limit was not always enough; inconclusive means no clear call, values can overlap the other calls
hERG protect: hERG (human) protection from proarrhythmic block. CHO-hERG, FluxOR thallium flux, dofetilide IC70 present. activation (rescue from dofetilide block), less the hit threshold, % at 10 µM. actives 0.51% (n = 310,000);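 active means activation above the mean of controls blocked by dofetilide plus 5 SD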;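 further: thallium influx through hERG after potassium depolarization seen as dye fluorescence rise; in these data hits start at about 4.7%; inactives centre near -7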
Numbers without * were called inactive; i = inactive; ? = inconclusive; nt = no result given. These rows are one share of the data. The share of hits here may be higher or lower than overall.

structure | RGS4 act | KCNK3 inh | KCNQ1 pot | GSK3A inh | PolyA inhibitor | HDAC3 inh | hERG protect | KCNK9 inh | GSK3beta inhib | DYRK1A inh | KCNQ1 block
CCN(c1ccc(NC(=O)COC(=O)c2ccc3ccccc3n2)cc1)C(C)C | i | i | i | -2.9 | i | -2.8 | -14.1 | i | 2.9 | -6.3 | i
CCCCn1c(SCC(=O)Nc2cc(C)on2)nnc1-c1cccs1 | i | i | i | -1.1 | i | 2.5 | -11.4 | i | -1.0 | -8.3 | i
CCn1c(SCC(=O)N2CCc3ccccc32)nnc1-c1ccco1 | i | i | i | -1.2 | i | 8.6 | -8.4 | i | 0.8 | 0.0 | i
O=C(Oc1ccc(N2C(=O)CCC2=O)cc1)c1ccco1 | i | i | i | -24.0 | i | 8.5 | -3.9 | i | 1.0 | 2.4 | i
CCN(CC)c1ccc(/C=N/N2CCOCC2)cc1 | i | i | i | -1.6 | i | 9.5 | -5.8 | i | 0.5 | -1.1 | i
COc1ccc(C(=O)Nc2cc(C(=O)O)cc(C(=O)O)c2)cc1Cl | i | i | i | -2.2 | i | 7.1 | -6.2 | i | -1.3 | -7.8 | i
CCOC(=O)c1cc(C(=O)Nc2cccc(C)c2)nn1C | i | i | i | 0.5 | i | 4.9 | -10.9 | i | 0.1 | -3.1 | i
CC(C)C1C(C#N)=C(N)SC(N)=C1C#N | i | i | i | 5.8 | i | 3.6 | -6.7 | i | -2.3 | 3.3 | i
CCOC(=O)Cn1c(=NC(=O)c2nc3ccccc3s2)sc2cc(S(N)(=O)=O)ccc21 | i | i | i | -1.3 | i | -25.0 | -5.4 | i | 2.9 | -4.3 | i
O=C(NCC(=O)N1CC=C(c2ccccc2)CC1)c1ccccc1Br | i | i | i | -1.7 | i | -5.0 | -10.3 | i | -4.5 | -8.3 | i
O=C(Nc1ccc(Cc2ccncc2)cc1)c1ccc([N+](=O)[O-])o1 | i | i | i | 0.0 | i | -4.8 | -8.5 | i | 10.5 | 2.4 | i
Cc1ccc(-c2nnc(SCC(=O)N3c4ccccc4NC(=O)C3(C)C)n2N)cc1 | i | i | i | -1.4 | i | 0.2 | -16.4 | i | -0.6 | -2.6 | i

Reprinted at random: two compounds from above
structure | RGS4 act | KCNK3 inh | KCNQ1 pot | GSK3A inh | PolyA inhibitor | HDAC3 inh | hERG protect | KCNK9 inh | GSK3beta inhib | DYRK1A inh | KCNQ1 block
Cc1ccc(-c2nnc(SCC(=O)N3c4ccccc4NC(=O)C3(C)C)n2N)cc1 | i | i | i | -1.4 | i | 0.2 | -16.4 | i | -0.6 | -2.6 | i
CC(C)C1C(C#N)=C(N)SC(N)=C1C#N | i | i | i | 5.8 | i | 3.6 | -6.7 | i | -2.3 | 3.3 | i

The list continues:
structure | RGS4 act | KCNK3 inh | KCNQ1 pot | GSK3A inh | PolyA inhibitor | HDAC3 inh | hERG protect | KCNK9 inh | GSK3beta inhib | DYRK1A inh | KCNQ1 block
CN(C)S(=O)(=O)c1cccc(NC(=O)COC(=O)/C=C/c2cccs2)c1 | i | i | i | -2.2 | i | 3.4 | -9.7 | i | 0.8 | -10.1 | i
CCCCNC(=O)c1nn(-c2ccccc2OC)c(=O)c2ccccc12 | i | i | i | -3.3 | i | 0.0 | -5.2 | i | -0.5 | 7.2 | i
O=C(Nc1ccc(NS(=O)(=O)c2ccccc2)cc1)c1ccc(Cl)cc1 | i | i | i | 4.7 | i | -5.1 | -3.4 | i | -0.8 | -5.0 | i
COc1cc(C(C(=O)NC2CCCC2)N(C(=O)c2snc(C(N)=O)c2N)C2CCCC2)cc(OC)c1OC (centres undefined) | i | i | i | -0.2 | i | 5.3 | -12.7 | i | -1.9 | -2.2 | i
CSc1nsc(NC(=O)OCc2ccc(Cl)cc2)n1 | i | i | i | 0.3 | i | 4.4 | -6.2 | i | 0.3 | -3.2 | i
Cc1noc(C)c1CSc1ccccc1C(=O)O | i | i | i | 1.0 | i | -4.2 | -6.8 | i | -3.5 | -5.7 | i
COc1cc(NC(=O)CN2CCC(C(N)=O)(N3CCCCC3)CC2)c(OC)cc1Cl | i | i | i | -3.5 | i | 0.1 | -19.7 | i | 2.9 | nt | i
O=c1cc(-c2ccccc2)oc2cc(OCc3ccccc3)cc(O)c12 | i | i | i | -2.1 | i | -8.4 | -4.8 | i | -1.6 | -3.0 | i
COc1ccc(CNC(=O)CCCn2nc(C)c3c(C)n(-c4ccccc4)nc3c2=O)cc1 | i | i | i | -1.6 | i | 10.2 | -11.6 | i | 4.1 | -7.1 | i
CSc1nc2ncc(C#N)cn2n1 | i | i | i | -2.4 | i | -5.0 | -2.9 | i | -1.0 | 21.2 | i
CCOC(=O)NC(=O)/C(C#N)=N\Nc1ccc(Cl)cc1 | i | i | i | 2.5 | i | 3.9 | -3.1 | i | -0.9 | -0.2 | i
O=C(Cc1ccc(Cl)cc1)NNC(=O)c1ccco1 | i | i | i | -1.4 | i | -3.3 | -8.3 | i | -1.6 | 1.6 | i
NC(=S)Nc1cccc(F)c1 | i | i | i | -18.9 | i | -0.6 | -4.8 | i | -1.2 | nt | i
CC(C(=O)N1CCN(Cc2ccc3c(c2)OCO3)CC1)c1ccc([N+](=O)[O-])cc1 (centres undefined) | i | i | i | nt | i | -4.7 | -11.2 | i | 0.7 | 13.0 | i
C#CC1CN(Cc2ccccc2)CC(C#C)N1C (centres undefined) | i | i | i | 0.3 | i | -4.5 | -5.2 | i | -3.0 | 0.0 | i
CC(NC(=O)CCc1nnc(C2(c3ccc(Cl)cc3)CCC2)o1)C1CC1 (centres undefined) | i | i | i | -0.4 | i | -8.6 | -8.3 | i | 0.2 | 2.2 | i
Fc1cccc(F)c1/C=N/Nc1ccccn1 | i | i | i | -1.4 | i | -0.5 | -15.9 | i | -0.5 | 1.3 | i
COc1ccc(N(CC(=O)NCCSCc2ccco2)S(=O)(=O)c2ccccc2)cc1Cl | i | -10.1* | i | 0.5 | i | 11.3 | -3.1 | i | -0.3 | -6.5 | i
CC(O)CN=c1cc(-c2ccccc2)oc2ccc(Cl)cc12 (centres undefined) | i | i | i | 3.1 | i | 10.8 | -6.7 | i | 0.7 | 9.0 | i
CCC(CC)c1nnc(NC(=O)COc2ccc3c(c2)OCO3)s1 | i | i | i | -2.6 | i | 5.8 | -5.9 | i | nt | -3.8 | i
CC(C)c1ccc(NC2CCCN(C(=O)c3ccnn3C)C2)cc1 (centres undefined) | i | i | i | -0.9 | i | -2.6 | -12.6 | i | 1.2 | -2.3 | i
COCCCNC(=S)Nc1ccccc1[N+](=O)[O-] | i | i | i | -1.0 | i | 7.3 | -17.8 | i | 0.7 | 0.7 | i
COc1ccc(OC(C)C(=O)NC(C)c2ccccc2)cc1 (centres undefined) | i | i | i | 2.6 | i | -1.0 | -2.1 | i | -1.9 | 1.1 | i
CN(C)c1cccc(C(=O)OCC(=O)Nc2ccccc2Sc2ccccc2)c1 | i | i | i | -0.9 | i | -10.6 | -14.5 | i | 1.3 | 3.2 | 6*
CCOc1ccc(C2CC(=O)c3c([nH]c(C(=O)OC)c3C)C2)cc1OC (centres undefined) | i | i | i | -1.3 | i | 4.3 | -6.3 | i | 1.9 | 5.4 | i
O=c1oc2c(-c3ccc([N+](=O)[O-])cc3)cc(O)cc2s1 | i | i | i | 5.1 | i | 22.6 | -16.4 | i | -0.8 | 1.4 | i
Cc1cc(SCC(=O)NC(=O)NCc2ccco2)nc2ccccc12 | i | i | i | -0.5 | i | -11.1 | -13.3 | i | 2.2 | -0.5 | i
Oc1c(CN2CCCCC2)cc(Br)c2cccnc12 | i | i | i | 0.7 | i | 5.3 | -0.2 | i | 0.6 | nt | i
c1ccc2cc(OCCCn3ccnc3)ccc2c1 | i | i | i | 0.0 | i | -2.7 | -8.9 | i | 2.9 | 26.6 | i
COc1ccccc1C(=O)Nc1ccc(S(=O)(=O)N2CCCCC2c2cccnc2)cc1 (centres undefined) | i | i | i | 1.2 | i | nt | -9.4 | i | -2.1 | 0.5 | i
Cc1cc(NC(=O)CSc2cn(CCNC(=O)c3ccc(Cl)cc3)c3ccccc23)no1 | i | i | i | -0.7 | i | 9.4 | -6.5 | i | 1.3 | 0.5 | i
COC(=O)CN1C(=O)[C@H]2[C@@H](/C=C/c3ccccc3)N3C(=O)CN(Cc4ccccc4)C(=O)[C@@]3(C)[C@H]2C1=O | i | i | i | 0.6 | i | -0.9 | -3.7 | i | -4.2 | 3.1 | i
Cc1cc(C(F)F)n2ncc(C(=O)NC3CCCCCC3)c2n1 | i | i | i | -0.1 | i | -0.4 | -9.0 | i | 0.4 | -0.7 | i
CCN(CC)CC(=O)Nc1ccc2c(c1)N(C(=O)CN(CC)CC)c1ccccc1CC2 | i | i | i | -5.1 | i | 3.4 | -5.9 | i | -7.8 | nt | i
Cc1nn(-c2ccccc2)c(C)c1C(=O)NCCc1ccc(Cl)cc1 | i | i | i | -2.2 | i | 2.3 | -8.6 | i | -1.3 | -2.6 | i
COc1ccc(C2/C(=C(\O)c3ccc4c(c3)OCCO4)C(=O)C(=O)N2Cc2cccnc2)cc1 (centres undefined) | i | i | i | -2.6 | i | 2.4 | 0.1 | i | 0.8 | -0.7 | i
c1ccc2c(c1)[nH]c1c(N3CCN(C4CCCCC4)CC3)ncnc12 | -7.77* | i | i | nt | i | -37.5 | -8.7 | i | 3.3 | 8.3 | i
CN(C(=O)/C=C/c1ccc(F)cc1)C1CCCCC1 | i | i | i | -2.7 | i | 1.2 | -5.7 | i | 0.3 | nt | i
Cc1cccc(CCNC(=O)CNS(=O)(=O)c2ccc3nc(C)sc3c2)c1 | i | i | i | -1.1 | i | 4.5 | -11.6 | i | nt | -1.4 | i
COc1cccc(CNC(=O)c2cccc(NC(=O)C3=C(C)OCCS3)c2)c1 | i | i | i | -1.3 | i | 3.2 | -13.3 | -8.88* | -4.5 | 6.4 | i
CCOc1ccc(OCC(=O)Nc2ccccc2C(F)(F)F)cc1 | i | i | i | -3.7 | i | ? | -11.8 | i | 4.1 | -5.0 | i
COc1ccc(/C=N/NC(=O)C(Cc2c[nH]c3ccccc23)NC(=O)OCC(C)C)cc1[N+](=O)[O-] (centres undefined) | i | i | i | -0.4 | i | 5.7 | -12.2 | i | 4.6 | 0.0 | i
